Gal4-VP16 FLuc – inhibits Gal4-VP16 luciferase reporter, ROR gamma counter-screen; Potency, µM (series often up to 53.6 µM), for inactives: at the highest dose activity, negative = inhibition, actives largely listed as inhibitors; AID 2546; Drosophila S2 Gal4-VP16 UAS-luciferase, luminescence, 20 h; 310,000 tested, 3.5% active;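 note: Gal4-VP16 expression switched on by copper sulfate through the metallothionein promoter; potency is the fitted concentration of half-maximal effect; % is set by controls: 0 for no effect and ±100 for the full control effect; nearly all actives have a fitted effect of over 50% in size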
BRCA1 expr up – increases BRCA1 expression. MCF7-BRCA1-FFLuc reporter, luminescence, 48 h; response scale: scaled: vehicle 0%, 10 µM genistein 100%. Potency, µM (highest dose often 46.1 µM), for the others: top-dose activation, hits mostly activators. 380,000 tested, 1.1% active. AID 624202; note: potency is the fitted concentration of half-maximal effect; nearly all actives have a fitted effect of over 80% in size; some results filed as inactive show a strong effect at the top dose
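MCF7-BRCA1-FFLuc, 2000 cells/well; 2 h attach, 37 °C/5% CO2; compound 48 h; luciferase substrate 15 min; luminescence end-point. Norm. to genistein 10 microM max activation and DMSO; concentration-response curves fitted.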
Tb PFK block – T. brucei PFK enzyme inhibition | 330,000 tested, 0.17% active | T. brucei PFK, ADP-Glo luminescence | AID 485367 | O15648 | Potency, µM (highest dose often 57.5 µM), for the others: top-dose activity, negative = inhibition, most hits filed as inhibitors;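 note: potency is the fitted concentration of half-maximal effect; 0% = uninhibited 1x PFK enzyme wells and -100% = no-enzyme wells; nearly all actives have a fitted effect of over 60% in size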
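Compounds were pin-transferred as a titration series up to 57 uM into substrate buffer (0.5 mM F6P, 0.1 mM ATP, pH 8.0), then 1.25 nM PFK was added and reactions ran 45 min before ADP-Glo detection.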
ELG1 genotox – inducers of genotoxicity in HEK293T ELG1-luciferase cells. HEK293T ELG1-luciferase reporter, luminescence, 16 h. Potency, µM (doses to about 46 µM), for inactives: at the highest dose activity change, positive = activation, hits mostly activators. 330,000 tested, 1.3% active. AID 504466; note: potency is the fitted concentration of half-maximal effect; % of control where 0% means no effect; nearly all actives have a fitted effect of over 60% in size
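HEK293T cells expressing luciferase-tagged ELG1 were exposed to compound or DMSO vehicle for 16 hr at 37 °C and 5% CO2. Luciferase activity was then measured with ONE-Glo after 30 min at room temperature.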
TRPV1 ag – human TRPV1 agonism; 320,000 tested, 0.19% active; Q8NER1; TRPV1-expressing cells, Fluo-8 calcium influx, agonist mode; activation, % at 8.33 µM; in the data active = activation above about 80%; inconclusive = between about 30% and that limit; note: 0% is about no effect
Target sequence (Q8NER1 whole entry, looked up): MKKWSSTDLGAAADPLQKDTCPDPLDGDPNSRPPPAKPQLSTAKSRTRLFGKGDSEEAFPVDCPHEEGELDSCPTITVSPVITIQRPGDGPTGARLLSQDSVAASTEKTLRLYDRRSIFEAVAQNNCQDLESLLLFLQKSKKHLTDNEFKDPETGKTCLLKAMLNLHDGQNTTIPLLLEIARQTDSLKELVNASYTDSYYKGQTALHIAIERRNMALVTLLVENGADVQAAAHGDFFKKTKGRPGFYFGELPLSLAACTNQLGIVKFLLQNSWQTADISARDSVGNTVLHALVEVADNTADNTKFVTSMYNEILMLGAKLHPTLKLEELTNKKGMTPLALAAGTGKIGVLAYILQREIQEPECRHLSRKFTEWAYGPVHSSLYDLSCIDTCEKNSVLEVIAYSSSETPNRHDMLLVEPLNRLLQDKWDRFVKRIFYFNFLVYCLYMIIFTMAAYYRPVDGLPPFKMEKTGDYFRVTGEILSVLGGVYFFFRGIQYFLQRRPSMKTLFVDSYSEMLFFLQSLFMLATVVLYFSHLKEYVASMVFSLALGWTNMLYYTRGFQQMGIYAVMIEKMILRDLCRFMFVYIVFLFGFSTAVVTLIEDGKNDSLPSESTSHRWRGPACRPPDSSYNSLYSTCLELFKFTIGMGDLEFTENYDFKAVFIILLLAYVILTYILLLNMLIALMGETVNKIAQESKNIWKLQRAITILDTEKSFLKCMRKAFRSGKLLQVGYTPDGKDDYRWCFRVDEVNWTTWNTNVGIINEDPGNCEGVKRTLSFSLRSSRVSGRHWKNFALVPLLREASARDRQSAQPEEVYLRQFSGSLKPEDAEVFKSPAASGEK
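Fluo-8 calcium influx in TRPV1-expressing cells, kinetic read (ex 480/em 520 nm). Compound added and read 3 min for agonist activity, followed by capsaicin at EC20 final and 2 min further read for enhancement.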
FLuc counter – firefly luciferase modulation, counter-screen for miR-21 project; P08659; purified FLuc, Km substrates, luminescence inhibition; Potency, µM (highest dose often 57.5 µM), inactives show at the highest dose activity change, negative = inhibition, actives largely listed as inhibitors; 360,000 tested, 6.9% active; AID 588342;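 note: potency is the fitted concentration of half-maximal effect; plate controls were vehicle for no effect and reference inhibitor for full effect; nearly all actives have a fitted effect of over 55% in size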
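Biochemical qHTS of compounds, final roughly 60 µM downward over six points, against 10 nM purified firefly luciferase using Km concentrations of substrates (10 uM D-luciferin, 10 uM ATP) in Tris acetate pH 7.5 buffer; luminescence output.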
RORgamma inh – inhibitors of mouse ROR gamma transcriptional activity | P51450 | Drosophila S2 Gal4-RORgamma UAS-luciferase reporter, 20 h | Potency, µM (top dose mostly 53.6 µM), for the others: at the top dose activity change, negative = inhibition, most hits filed as inhibitors | 310,000 tested, 5.4% active; note: potency is the fitted concentration of half-maximal effect; % is set by controls: 0 for no effect and ±100 for the full control effect; nearly all actives have a fitted effect of over 60% in size
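ROR gamma transcriptional activity was tracked as Gal4-UAS luciferase output in stably transfected Drosophila Schneider cells, with compound added 1 hr before 700 uM copper sulfate induction and a 20 hr ambient-temperature incubation.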
Rab9 promoter act – Rab9 promoter activation | Huh7 Rab9 promoter-luciferase reporter, luminescence, 24 h | AID 485297 | Potency, µM (doses to about 9.22 µM), without a hit: at the top dose activation, negative = inhibition, hits mostly activators | 320,000 tested, 2.8% active; note: potency is the fitted concentration of half-maximal effect; % of control where 0% means no effect; nearly all actives have a fitted effect of over 60% in size
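Rab9 promoter-driven luciferase in stably transfected Huh7 cells; 1500 cells/well rested 2 h, exposed to compound in DMSO for 24 h at 37 °C, 5% CO2. Luminescence read 10 min after adding luciferase reagent at ambient temperature.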
NPC1 prom act – activates the NPC1 promoter | Huh7 NPC1 promoter luciferase reporter, 24 h | Potency, µM (doses to about 9.22 µM), without a hit: top-dose activation, most hits filed as activators | 320,000 tested, 2.4% active | AID 485313;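 note: potency is the fitted concentration of half-maximal effect; % of control where 0% means no effect; nearly all actives have a fitted effect of over 60% in size; reporter is driven by a mutant NPC1 promoter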
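Huh7 reporter cells (NPC1 promoter driving luciferase) are dosed with compound for 24 h at 37 °C, 5% CO2; luciferase detection reagent is then added and luminescence measured after 10 min at ambient temperature.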
p53 reactivation – mutant p53 re-activation in reporter cells; H1299 p53-A138V BP100-luciferase reporter, luminescence, 24 h; Potency, µM (highest dose often 92.2 µM), inactives show at the top dose activity change, positive = activation, actives largely listed as activators; 320,000 tested, 0.063% active; AID 504706; note: potency is the fitted concentration of half-maximal effect; % of control where 0% means no effect; nearly all actives have a fitted effect of over 45% in size
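p53-null H1299 cells stably carrying temperature-sensitive p53-A138V and a BP100-luciferase reporter were pinned with compounds (4-point, 1:5 series) and held 24 hrs at 37 deg C. Luminescence was read 10 min after detection reagent.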
ELG1 repair inh – blocks ELG1-dependent DNA repair in HEK293T cells | HEK293T ELG1-luciferase reporter, luminescence, 16 h; DNA damage induced by 5-fluorouridine | Potency, µM (series often up to 46.1 µM), inactives show top-dose activity change, negative = inhibition, usual class: inhibitors | 330,000 tested, 2.3% active | AID 504467; note: potency is the fitted concentration of half-maximal effect; % is set by controls: 0 for no effect and ±100 for the full control effect; nearly all actives have a fitted effect of over 55% in size
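Cells (2,000 per well) received 5-fluorouridine plus test compound or DMSO and were incubated 16 hr at 37 °C, 5% CO2. Luciferase activity was read by luminescence 30 min after ONE-Glo addition; signal suppression marked inhibition of damage-induced ELG1 function.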
The depositor's hits bear a star; ? = inconclusive; / = not tested or not shown; & = joins results of further samples; [ ] = remark or other dose. Unless noted, calls come from the whole dose curve; as a rule, active = well fitted curve in the direction sought with a large enough effect; inconclusive = small, poorly fitted or top-dose-only effect, or another doubt; inactive = no such curve, though single readings can be large; an effect the other way counts as inactive or inconclusive.

canonical_smiles,Gal4-VP16 FLuc,BRCA1 expr up,Tb PFK block,ELG1 genotox,TRPV1 ag,FLuc counter,RORgamma inh,Rab9 promoter act,NPC1 prom act,p53 reactivation,ELG1 repair inh
Cc1cc(C(=O)OCC(=O)Nc2ccc(S(N)(=O)=O)cc2)c2ccccc2n1,-3%,-8%,0%,3%,-3,-3%,14%,-5%,-1%,6%,11%
CCNS(=O)(=O)c1ccc(CCC(=O)NCc2cccnc2)cc1,/,-3%,-1%,0%,3,0%,/,0%,-4%,/,9%
Cc1ccccc1N/C(SCc1cccc(Br)c1)=C(/C#N)C(N)=O,3%,-30%,4%,-3%,17,4%,-26%[10 µM],-3%,0%,-6%,-8%
Nc1ncc(N=Nc2cc(C(=O)O)ccc2Cl)s1,-5%,2%,0%,-1%,-3,-14%,30%,0%,8%,6%,?
CCOc1ccc(C2CC(c3ccc(F)cc3)Nc3nc(N)nn32)cc1 (stereo not given),0%,-19%,-2%,1%,6,-1%,-18%,1%,0%,-6%,13%
CCOCCCN(C(=O)CNC(=O)c1ccco1)C(C(=O)NC1CCCC1)c1ccccc1C (stereo not given),3%,-1%,0%,3%,1,1%,-2%[10 µM],3%,7%,-2%,6%
Cc1cc(C)n(CC(C)NC(=O)CCc2nnc(CCc3ccccc3)o2)n1 (stereo not given),-6%,0%,-4%,4%,0,-2%,4%,16%,0%,1%,5%
COc1ccc(S(=O)(=O)CCC(=O)N2CCN(c3cccc(Cl)c3)CC2)cc1,2%,-20%,-1%,-3%,10,1%,12%,-7%,-2%,-8%,-1%
COc1ccc(OC)c(NC(=O)CSc2ncccc2C(=O)O)c1,-12%,6%,0%,1%,3,-10%,14%,-11%,-1%,4%,-1%
OC[C@@H]1[C@@H](c2ccc(F)cc2)C(c2ccccc2)=NN1c1ccccc1,?,-5%,3%,2%,/,/,26%,/,/,-1%,-1%
Cc1nn(-c2ccccc2)c2sc(C(=O)NNC(=O)COc3cccc4ccccc34)cc12,?,-33%,-5%,7%,-1,-3%,8.9µM*,5%,2%,-8%,-12%
CC(=O)Nc1ccc(S(=O)(=O)N2CCSC2c2ccccc2)cc1 (stereo not given),-22%,-18%,-11%,-6%,-19,-2%,-38%,3%,-2%,-12%,-11%
COc1ccc(N(C)S(=O)(=O)c2c(C)[nH]c(=O)[nH]c2=O)c(OC)c1,-5%,5%,-4%,-2%,-1,6%,2%,1%,-1%,26%,-1%
Cc1cccc(Cn2c(N(C)CCO)nc3c2c(=O)[nH]c(=O)n3C)c1,6%,1%,0%,4%,-1,15%,9%,-1%,-1%,-4%,?
CSCc1ccc(C(=O)N2CCCC(Nc3ccc(F)cc3)C2)o1 (stereo not given),-1%,-1%,7%,-4%,84*,1%,50%,8%,0%,-11%,0%
O=C(COC(=O)COc1ccccc1)NCc1ccco1,/,3%,2%,-1%,7,1%,/,-1%,0%,2%,4%
COc1ccc(-c2noc(-c3ccccc3C(=O)NCc3ccco3)n2)cc1OC,/,-9%,-12%,-19%,0,19µM*,0%[0.365 µM],-3%,9%,-15%,8.2µM*
COC(=O)c1nc(-n2nc(C)cc2C)ccc1Cl,-1%,7%,-3%,2%,2,4%,21%,-1%,-1%,0%,6%
COc1ccc(NC(=O)CCN2CCN(S(=O)(=O)c3ccc(Br)cc3)CC2)cc1,16%,-21%,0%,0%,2,-1%,34%,7%,0%,-3%,-7%
O=C(Nc1nonc1-c1ccc(Cl)cc1)c1ccccc1,?,-41%,0%,-6%,3,-4%,11µM*,-3%,-9%,0%,?
Cc1ccc(S(=O)(=O)CCC(=O)OC2CC(C)OC2=O)cc1 (stereo not given),/,-3%,-1%,2%,/,/,/,/,/,-4%,0%
COc1ccc(CN2CCNC(=O)C2CC(=O)N2CCCO2)c(OC)c1 (stereo not given),1%,2%,-1%,-1%,-2,-1%,-1%,-15%,-1%,-1%,21%
COC(=O)CN(C#N)c1nc(SC)nc(N(C)C)n1,12%,1%,-3%,-13%,0,3%,-43%,-1%,6%,-3%,-13%
Cc1ccc(CCNC(=O)CCSCc2ccc(Cl)cc2)cc1,-10%,-43%,-5%,-1%,26,-7%&1%,-5%,-5%,2%,4%,1%
CC1CC(C)CN(C(=O)CSc2ncnc3sccc23)C1 (stereo not given),/,1%,7%,2%,16,-1%,/,-5%,2%,-8%,5%
CCOc1ccc(NCc2cc3c(C(C)(C)C)nn(-c4ccccc4)c3[nH]c2=O)cc1,3%,-105%[inhibitor],2%,?,6,-1%,-34%,3%,15%,1%,-16%
CCOc1ccc(NS(=O)(=O)c2ccc(C(=O)N3CCCCCC3)cc2)cc1,/,-46%,16%,30%,-2,3%,/,2%,2%,-1%,-10%
Cc1ccc(S(=O)(=O)N(C)C[C@H]2Oc3ccc(NC(=O)Nc4c(C)noc4C)cc3CC(=O)N([C@@H](C)CO)C[C@@H]2C)cc1,/,0%,-7%,/,/,/,/,/,/,/,?
CCN1CCN(C(=O)C2CCC(CNS(=O)(=O)c3ccc(NC(C)=O)cc3)CC2)CC1 (stereo not given),-2%,-13%,0%,-1%,-1,3%,13%,-4%,-1%,-3%,6%
CCOC(=O)CCn1c2nc(C)cc(C)c2c(=O)n1-c1ccccc1,1%,16%,0%,-2%,2,0%,-22%,2%,-1%,-1%,12%
CCCCNC(=O)c1ccccc1NC(=O)CCSc1ccccc1,-9%[0.365 µM],-14%,-1%,-18%,-4,7%,53%,-3%,1%,-6%,0%
Cc1ccccc1CNC(=O)c1ccccc1C,8%,0%,-11%,-3%,3,-3%,34%,-4%,-3%,-2%,-1%
Cc1ccc(NC(=O)CSc2nc3nn(-c4ccccc4)c(=O)c-3c3n2CCCCC3)cc1F,/,-9%,-8%,0%,/,/,/,/,/,-5%,?
Cc1cc2cc(C(c3nnnn3Cc3ccco3)N3CCCCC3)c(=O)[nH]c2cc1C (stereo not given),14%,-13%,1%,-1%,-4,0%,-1%,-8%,1%,-3%,-6%
CCN(c1ccccc1)S(=O)(=O)c1cc(NC(=O)CN2CCN(C)CC2)ccc1Cl,/,-37%,-8%,-3%,/,/,/,/,/,1%,-6%
COc1ccc(C(OCC(O)CNC(C)c2ccccc2)c2ccc(OC)cc2)cc1 (stereo not given),-2%,-33%,1%,-6%,3,0%,1%,1%,-5%,-9%,-1%
O=C(O)CCCCCNS(=O)(=O)c1c(Cl)cccc1Cl,-2%,16%,-5%,0%,6,-4%,?,-6%,-1%,-1%,11%
Cc1ccc(C)c(NC(=S)NCCc2ccc(F)cc2)c1,3.2µM*,-22%,1%,-2%,27,3%,2.5µM*,-4%,-1%,-11%,0%
CCOc1ccc(NC(=O)CC2C(=O)N(c3ccc(OC)c(Cl)c3)C(=S)N2C2CC2)cc1 (stereo not given),-2%,-40%,-2%,-3%,-2,5%,-37%,0%,-1%,20%,?
CCSc1ncnc2sc(C)c(C)c12,6%,3%,-5%,-1%,4,3%,-3%,-12%,0%,-4%,?
Cn1cc(/C=C(\C#N)C(=O)Nc2ncc(Cc3cccc(Cl)c3)s2)c2ccccc21,1.4µM*,/,5%,0%,2,4%,3.2µM*,-7%,-2%,-18%,-27%
CCN1C(=O)S/C(=C/c2ccc(Sc3nc4ccccc4[nH]3)o2)C1=O,3.2µM*,-89%,?,-1%,?,-5%,5.6µM*,-1%,-2%,-26%,12µM*
Clc1ccc(-c2nc(C3CCCCC3)no2)cc1,23%,0%,-4%,12%,1,4.8µM*,?,3.2µM*,3.2µM*,5%,?
CCOc1ccc(NC(=O)CN2CCN(CC(=O)Nc3ccc4c(c3)OCO4)CC2)cc1,6%,-14%,-3%,0%,5,-2%,19%,1%,0%,-1%,3%
O=C(c1ccc(NS(=O)(=O)c2cccc(C(F)(F)F)c2)cc1)N1CCCC1,-14%,-23%,-2%,3%,-3,-2%,37%,0%,0%,-6%,?
Cc1ccc(Cl)cc1N1CCN(C(=O)C2(S(=O)(=O)c3ccc(Cl)cc3)CC2)CC1,-1%,-34%,-2%,-9%,14,0%,-8%,3%,2%,0%,-25%
CCN(CC)CCNC(=O)c1ccc(NC(=O)c2cn(-c3ccccc3)nc2-c2cccs2)cc1,-19%,35%,2%,-11%,21,8.5µM*,-39%,-2%,1%,-8%,-13%

Screens (PubChem BioAssay)
